AmpC det inh – Promiscuous and Specific Inhibitors of AmpC Beta-Lactamase (assay with detergent). P00811. purified AmpC, nitrocefin hydrolysis with detergent. Potency, µM (series often up to 28.7 µM), inactives show top-dose activity change, negative = inhibition. 71,000 compounds, 0.09% hits. AID 584, 2007; active = well fitted curve in the direction sought with a large enough effect
Target sequence (P00811 whole entry, looked up): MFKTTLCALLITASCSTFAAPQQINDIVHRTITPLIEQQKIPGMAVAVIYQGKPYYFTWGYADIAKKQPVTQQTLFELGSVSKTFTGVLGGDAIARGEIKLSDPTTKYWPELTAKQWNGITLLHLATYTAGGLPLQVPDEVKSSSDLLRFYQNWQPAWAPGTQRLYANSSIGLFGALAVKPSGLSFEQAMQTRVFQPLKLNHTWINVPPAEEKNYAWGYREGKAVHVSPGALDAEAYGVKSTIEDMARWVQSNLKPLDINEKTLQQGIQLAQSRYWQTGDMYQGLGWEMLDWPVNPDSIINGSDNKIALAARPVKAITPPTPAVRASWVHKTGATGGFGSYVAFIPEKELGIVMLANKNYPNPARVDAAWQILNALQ
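E. coli AmpC (5.3 nM) in 20 mM phosphate pH 7.0 with 0.01% Triton X-100, preincubated 15 min RT with compound; nitrocefin (2 uL of 800 uM stock) hydrolysis followed by 480 nm absorbance every 20 s over 4 min.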
Numbers without * were called inactive; & = joins results of further samples; [ ] = dose if it differs, or a comment. % is set by controls: 0 for no effect and ±100 for the full control effect; potency is the fitted concentration of half-maximal effect.

Sample of the layout, two compounds:
SMILES	AmpC det inh
COc1ccc(N2CCN(Cc3cc(=O)oc4cc(C)c(Cl)c(C)c34)CC2)cc1	0%
O=c1c2cccc3c(N4CCOCC4)ccc(c32)c2nc3ccccc3n12	-4%

The listing, previewed entries included:
SMILES	AmpC det inh
COc1ccc(N2CCN(Cc3cc(=O)oc4cc(C)c(Cl)c(C)c34)CC2)cc1	0%
O=c1c2cccc3c(N4CCOCC4)ccc(c32)c2nc3ccccc3n12	-4%
CCOC(=O)C1CCN(C(=O)CC(NS(=O)(=O)c2ccc(OC)cc2)C(C)C)CC1 (configuration not stated)	-6%
COc1ccc(C(=O)NC2CCN(C(=O)NC3CCCCC3)CC2)cc1	11%
CCN(CC)C(=O)C(C)N(C#N)c1nc(NC(C)C)nc(NC(C)C)n1 (configuration not stated)	7%
CC(C)(C)c1[nH]nc2c1C(Cc1ccccc1)C(C#N)=C(N)O2 (configuration not stated)	-3%
CCCn1nc(C(=O)NCCN2CCOCC2)c2ccccc2c1=O	1%
COc1ccc(C(=O)N2CCCCC2)cc1S(=O)(=O)Nc1ccccc1	-2%
CCn1c(-c2cc(OC)c(OC)c(OC)c2)n[nH]c1=S	0%
CCCC1C2CN(C(C)C)CC=C2C(C#N)=C(N)C1(C#N)C#N (configuration not stated)	-3%
Cc1ccc(S(=O)(=O)NC2=NCN(CCN3CCOCC3)CN2)cc1	-2%
CC(=O)OCC(=O)[C@@]1(OC(C)=O)[C@H](C)C[C@H]2[C@@H]3C[C@H](F)C4=CC(=O)C=C[C@@]4(C)[C@]3(F)[C@H](O)C[C@@]21C	-6%[12.8 µM]
O=c1c(N2CCOCC2)nsnc1N1CCOCC1	-2%
CCCC(=O)Nc1nn(C)c2nc3cc(C)ccc3cc12	-2%
COc1cccc(CN(C(=O)c2ccco2)C(C(=O)NC2CCCC2)c2cccnc2)c1 (configuration not stated)	2%
CCCn1c(=O)c2ccccc2n2c(SCN3C(=O)c4ccccc4C3=O)nnc12	2%
O=C(CC(c1ccco1)C1CCCCC1=O)c1ccco1 (configuration not stated)	3%
Cc1cc(C(C)(C)C)oc1C(=O)Nc1ccc(CC(=O)O)cc1	0%
Cc1ccc(-c2nnc3sc(-c4ccncc4)nn23)cc1	-4%
COc1cc(S(=O)(=O)n2nnc3ccccc32)c(OC)cc1Cl	-4%
Cc1ccc(OCc2nnc(NC(=O)Cc3cccs3)s2)cc1	-2%
Cn1c2ccccc2c2c(C(=O)O)cn(C3CCCC3)c(=O)c21	12%
CSc1nc(C)cc(Oc2ccc(=O)n(C)n2)n1	-3%
CC(C)(C)NC(=O)C(c1ccco1)N(C(=O)c1ccc(CN2CCOCC2)o1)c1ccccc1 (configuration not stated)	14%
CCOC(=O)c1c(C)n(C)c2ccc(OC)c(NS(=O)(=O)c3ccc(Cl)s3)c12	2%
N#Cc1ccc(CSCC(=O)O)cc1	1%
CC(c1ccccc1)N1CC(C(=O)NC2CCCC2)CC1=O (configuration not stated)	-4%
COc1cc2nc(SCC(N)=O)n(CCC3=CCCCC3)c(=O)c2cc1OC	-1%
Cc1ccc(/C=c2\sc3nc(-c4ccco4)nn3c2=O)o1	-1%
CN(C)C(CNC(=O)C1CCCN(C(=O)c2ccc(Cl)cc2)C1)c1ccco1 (configuration not stated)	-4%
O=c1c2ccccc2sn1-c1cc(S(=O)(=O)N2CCOCC2)ccc1N1CCOCC1	-4%
COc1ccc(N(CC(=O)NC2CCCC2)C(=O)Cn2nnc(-c3ccc(C)cc3)n2)cc1	6%
CCOc1ccccc1N(C(=O)c1snc(C(N)=O)c1N)C(C(=O)NC1CCCC1)c1ccco1 (configuration not stated)	8%
CCCCNC(=O)C1COc2ccccc2O1 (configuration not stated)	7%
CC(O)[C@H](NC(=O)C1(c2ccccc2)CCN(C(=O)OC(C)(C)C)CC1)C(=O)O (some centres not stated)	-2%
COc1ccccc1CNS(=O)(=O)c1ccc2[nH]cc(C(=O)O)c(=O)c2c1	-2%
CCCc1ccc(-c2ccc(F)c(N)c2)nc1	2%
CC(C)(C)OC(=O)N1CCC(C(=O)N[C@H](Cc2ccccc2)C(=O)O)CC1	-4%
CC1CCCCN1CCNc1nc(=S)[nH]c2ccccc12 (configuration not stated)	-2%
CC1CCC(C(=O)NC(C(=O)N2CCC(N3CCCCC3)CC2)C(C)C)CC1 (configuration not stated)	10%
O=C(Nc1ccccc1)N1CC[C@@]2(CCCN(C(=O)c3csnn3)C2)C1	-1%
OCc1nn2c(c1Br)NC(c1ccccc1)CC2C(F)(F)F (configuration not stated)	-2%
CCn1c(SCC(=O)NCc2ccc(C)cc2)nnc1-c1ccncc1	-1%
CC(=O)Nc1ccc(NC(=O)Oc2ccccc2)cc1	11%
COc1ccc(C)cc1S(=O)(=O)N(CC(=O)O)c1ccccc1	-3%

For convenience, some entries already given.
SMILES	AmpC det inh
CCn1c(-c2cc(OC)c(OC)c(OC)c2)n[nH]c1=S	0%
CCCC1C2CN(C(C)C)CC=C2C(C#N)=C(N)C1(C#N)C#N (configuration not stated)	-3%
Cc1ccc(S(=O)(=O)NC2=NCN(CCN3CCOCC3)CN2)cc1	-2%
CC(=O)OCC(=O)[C@@]1(OC(C)=O)[C@H](C)C[C@H]2[C@@H]3C[C@H](F)C4=CC(=O)C=C[C@@]4(C)[C@]3(F)[C@H](O)C[C@@]21C	-6%[12.8 µM]
O=c1c(N2CCOCC2)nsnc1N1CCOCC1	-2%
CCCC(=O)Nc1nn(C)c2nc3cc(C)ccc3cc12	-2%
COc1cccc(CN(C(=O)c2ccco2)C(C(=O)NC2CCCC2)c2cccnc2)c1 (configuration not stated)	2%
CCCn1c(=O)c2ccccc2n2c(SCN3C(=O)c4ccccc4C3=O)nnc12	2%
O=C(CC(c1ccco1)C1CCCCC1=O)c1ccco1 (configuration not stated)	3%
Cc1cc(C(C)(C)C)oc1C(=O)Nc1ccc(CC(=O)O)cc1	0%
Cc1ccc(-c2nnc3sc(-c4ccncc4)nn23)cc1	-4%
COc1cc(S(=O)(=O)n2nnc3ccccc32)c(OC)cc1Cl	-4%
Cc1ccc(OCc2nnc(NC(=O)Cc3cccs3)s2)cc1	-2%
Cn1c2ccccc2c2c(C(=O)O)cn(C3CCCC3)c(=O)c21	12%
CSc1nc(C)cc(Oc2ccc(=O)n(C)n2)n1	-3%
CC(C)(C)NC(=O)C(c1ccco1)N(C(=O)c1ccc(CN2CCOCC2)o1)c1ccccc1 (configuration not stated)	14%
CCOC(=O)c1c(C)n(C)c2ccc(OC)c(NS(=O)(=O)c3ccc(Cl)s3)c12	2%
N#Cc1ccc(CSCC(=O)O)cc1	1%
CC(c1ccccc1)N1CC(C(=O)NC2CCCC2)CC1=O (configuration not stated)	-4%
COc1cc2nc(SCC(N)=O)n(CCC3=CCCCC3)c(=O)c2cc1OC	-1%
Cc1ccc(/C=c2\sc3nc(-c4ccco4)nn3c2=O)o1	-1%

Following part.
SMILES	AmpC det inh
O=C(Cc1cccs1)Nc1nc2c(s1)CCCC2	-6%
Cc1cc(Br)c(S(=O)(=O)NCCN2CCOCC2)cc1C	6%
CCOc1ccc2nc(NCCNC(=O)CC)c(C#N)cc2c1	-4%
COC(=O)C1=C(N)Oc2cc(C)n(CC3CCCO3)c(=O)c2C1c1ccccc1OC (configuration not stated)	12%
O=[n+]1c2c(n([O-])c3cc(F)c(N4CCCC4)cc31)CCC2	-3%
CC(=O)Nc1cccc(NC(=O)Nc2ccc(C(C)=O)cc2)c1	-4%
c1ccc(Cn2ccnc2-c2ccco2)cc1	-2%
CC(C)C(=O)NC(C)C(c1cccs1)N1CCN(c2ccccc2)CC1 (configuration not stated)	13%
Cc1nnc2n(C3CCCCC3)c(=O)c3c4c(sc3n12)CCC4	0%
ClC(=Nc1cccc2ccccc12)N(c1ccccc1)c1ccccc1	-3%[5.75 µM]
O=S(=O)(NC1CCCCC1)c1ccc(Br)cc1	-1%
O=C(c1cccc2c1-c1ccccc1/C2=N/O)N1CCCCC1	6%
Cc1cc(C)nc(N2CCCC(C(=O)Nc3nc4ccc(S(C)(=O)=O)cc4s3)C2)n1 (configuration not stated)	-5%
COCc1[nH]nc2c1C(c1ccccc1OC)C(C#N)=C(N)O2 (configuration not stated)	-2%
CCOC(=O)N1CCN(c2ncnc3c2oc2nc(C)c4c(c23)CC(C)(C)OC4)CC1	15%
C[C@@]12CC[C@@H]3[C@@H](CC[C@H]4C[C@@H](O)CC[C@]43C)[C@H]1CC[C@@H]2c1cc(C(F)(F)F)n[nH]1	-3%[5.75 µM]
O=C(Cc1ccccc1)n1nc(-c2ccccc2)nc1NCc1ccco1	14%
O=C(c1cccc(F)c1)N1CCN(C(=O)c2nn3cccnc3c2Cl)CC1	-2%
CS(=O)(=O)N1CCC2(CCCN(Cc3cc(C(F)(F)F)cc(C(F)(F)F)c3)C2)CC1	-1%
CC1(c2ccc(Cl)cc2Cl)OCC(Cn2ccnc2)O1 (configuration not stated)	0%
Oc1c(CN2CCc3ccccc3C2)cc(Cl)c2cccnc12	15%
CCOc1ccc(-n2c(Cc3cc(=O)[nH]c(=O)[nH]3)nnc2SCC(=O)NC2CCCC2)cc1	14%
N#Cc1ccc(N2CCN(C(=O)c3cccc(F)c3)CC2)c(F)c1	9%
CCn1c(CSc2nc3ccccc3s2)nc2ccccc21	-4%
O=C(O)CCc1nc2ccccc2[nH]1	-4%[5.75 µM]
Nc1cc(C2CCCC2)nn1-c1ccccc1	-6%
COc1cccc(C2c3c(oc4ccccc4c3=O)C(=O)N2CCCN2CCOCC2)c1 (configuration not stated)	12%
COC(=O)c1nnn(-c2nonc2N)c1CN1CCc2ccccc21	-8%
O=P1(N(CCCl)CCCl)NCCCO1 (configuration not stated)	9%&-2%
CCN(CC)c1nc(Nc2ccccc2)nc(Oc2ccc(=O)[nH]n2)n1	-4%
O=C(c1cc(-c2ccco2)on1)N1CCN(C(c2ccccc2)c2ccccc2)CC1	2%
COc1ccccc1-n1c(O)c(C=NCc2ccc3c(c2)OCO3)c(=O)[nH]c1=O	-5%
COCCn1nnnc1C(c1cccs1)N1CCN(c2ccccc2)CC1 (configuration not stated)	-3%
COc1ccc(C2C(=O)N(C3CCCCC3)CC(=O)N2CCc2ccccc2)cc1OC (configuration not stated)	-2%
O=C(O)C1CC(=O)N(c2ccc(Br)cc2)C1 (configuration not stated)	-3%
CC(=O)OC(C(=O)NCS(=O)(=O)c1ccc(C)cc1)c1cccnc1 (configuration not stated)	-5%
Cc1ccn2cc(CCNC(=O)CC(C)(C)C)nc2c1	-1%
Cc1ccc2cc(CCNC(=O)c3ccc(Br)o3)c(=O)[nH]c2c1	-3%
CS(=O)(=O)O[C@H]1CN2CCC1CC2	-7%[5.75 µM]
Cc1noc(C)c1COC(=O)CCCOc1ccc(Cl)cc1Cl	8%
CCOc1nc(CC)nc(NC(=O)NS(=O)(=O)c2ccccc2Cl)n1	8%
O=C(Nc1ccc(-c2nc3cccnc3s2)cc1)c1ccc(Br)o1	12%
COc1cccc(-n2ccnc2SCC(=O)Nc2cc(OC)ccc2OC)c1	-4%
c1ccc(CC2CCN(c3nc(N4CCOCC4)nc(N4CCOCC4)n3)CC2)cc1	0%
CCOc1ccccc1NC(=O)CSc1ccccc1	7%
CC(=O)n1c(COS(C)(=O)=O)nc2ccccc21	-5%[5.75 µM]
c1ccc(CCNc2c3c(nc4ncnn24)CCC3)cc1	-3%
CC(C)CC(=O)Nc1ccc(C(=O)COc2ccc(-c3nnco3)cc2)cc1	-4%
CCOc1cc(CN2CCN(C(=O)CC(C)C)CC2)ccc1OC	-1%
COc1cccc(C(=O)CSc2nnc(CNS(=O)(=O)c3ccc(C)cc3)n2C)c1	16%
CCOc1ccc(NC(=O)C2CC(=O)NC(N3CCc4ccccc43)=N2)cc1 (configuration not stated)	-4%
Cc1cc(C)n(C(=O)c2ccc(NC(=O)CC(C)C)cc2)n1	-3%
COc1cc(NC(=O)CSc2nnc(C)s2)cc(OC)c1OC	-4%
Cc1cccn2c(=O)c3cc(C(=O)NCC4CCCO4)c(=N)n(Cc4cccnc4)c3nc12 (configuration not stated)	-4%
O=S(=O)(Nc1ccc2c(c1)OCO2)c1ccc(Br)s1	0%
COc1ccc(N2CCN(C(=O)CCCn3c(=S)[nH]c4cc5c(cc4c3=O)OCO5)CC2)cc1	-1%
Cc1cc(NC(=O)CSc2ccc3nnc(-c4ccc(Cl)cc4)n3n2)no1	-2%
Cc1ccc(S(=O)(=O)NC(=O)c2cc(C)n(CCCN3CCOCC3)c2C)cc1	16%
COc1cc(-c2nc(S(=O)(=O)c3ccc(Cl)cc3)c(N(C)C)o2)cc(OC)c1OC	-2%
COc1ccc(CCN2C(=O)CC(C(N)=O)SC2=Nc2ccccc2)cc1OC (configuration not stated)	0%
(next part)
SMILES	AmpC det inh
CCOC(=O)CN(C(=O)CSc1nnc(CNc2ccc(F)cc2)o1)c1ccccc1	4%
COCCn1nnnc1C(C(C)C)N1CCOCC1 (configuration not stated)	3%
CC(C(=O)Nc1ccc(S(=O)(=O)N2CCOCC2)cc1)N(c1ccccc1)S(C)(=O)=O (configuration not stated)	24%
C=C(Cl)CSC(=S)N(CC)CC	13%
CCOc1cc(C2C(C#N)=C(N)Oc3n[nH]c(-c4ccccc4)c32)ccc1O (configuration not stated)	9%
COc1cc2c(cc1OC)C(c1ccc3c(c1)OCO3)CC(=O)N2 (configuration not stated)	-5%
Nn1cnnc1SCC(=O)Nc1ccc(C2CCCCC2)cc1	0%
Cc1ccccc1C(=O)N1CCCN(C(=O)c2ccccc2C)CC1	-5%
O=C(O)Cc1ccc2[nH]c3ccc(CC(=O)O)cc3c2c1	10%
C#CCN(C)Cc1ccccc1	-1%[12.8 µM]
O=CN1CCN(C2CC(=O)N(c3ccc(Br)cc3)C2=O)CC1 (configuration not stated)	-4%
N=C(N)SCCSC(=N)N	-3%[5.75 µM]
CCOc1ccc(C(C)=O)cc1N1C(=O)C2C3C=CC(C3)C2C1=O (configuration not stated)	14%
CN(c1ccccc1C(=O)N1CCOCC1)S(C)(=O)=O	-3%
Nc1ccc2oc(-c3cccc(Br)c3)nc2c1	12%
COc1ccccc1NC(=O)N1CCCC1C(=O)NCc1ccccc1F (configuration not stated)	10%
Cc1nn(C)cc1CN(C)C(=O)c1nn2c(c1Cl)NC(c1cccs1)CC2C(F)(F)F (configuration not stated)	-9%

From PubChem

A portion of the library; count on the stated rates, not on these rows.
